Assay outcomes as filed in PubChem BioAssay.
TROY signal inh = inhibitors of TROY-driven NF-kB signaling, primary screen, Q293 LMP1-TROYcd cells, NF-kB luciferase, uHTS. inhibition, % at 10 µM. Q293 LMP1-TROYcd NF-kB luciferase reporter, 4 h. 360,000 tested, 0.98% active. AID 1347056, 2019;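 active = compounds whose plate-normalised and pattern-corrected inhibition of the luciferase reporter signal at the single screening dose is 50% or more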
MITF TRPM1 inh = inhibitors of MITF-dependent TRPM1 promoter reporter, primary screen, cell-based, SK-MEL-5, single point, luciferase. inhibition, % at 12.5 µM. 330,000 tested, 0.83% active. SK-MEL-5 TRPM1 promoter luciferase, 24 h;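 active = mean inhibition across replicates of 60% or more, whatever share of single replicates reaches that level; inconclusive = some that reach 60%, reason not given; inactive = mean inhibition across replicates below 60%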; also: values of inactives mirror those of a sister screen read the other way
Shn3 inh set2 = reduction of Shn3 3'UTR firefly luciferase signal, primary screen, Schnurri-3 inhibitor project, cell-based, Clone20 osteoblasts, set 2; 360,000 tested, 0.52% active; AID 588674, 2011; inhibition, % at 12.5 µM; Clone20 osteoblast Shn3 3'UTR firefly luciferase, 24 h;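 active = mean inhibition of at least 75% with every replicate also reaching 75%; inconclusive = mean inhibition at least 75% but some replicate below; inactive = mean inhibition below 75%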;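 also: 0% = median of neutral control wells and 100% = pilot-screen positive control compound; some compounds past the cut are filed as inactive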
TWEAK Fn14 block = inhibitors of TWEAK-Fn14 signaling, primary screen, luciferase reporter cells, uHTS; TWEAK-stimulated Fn14 reporter cells, luciferase luminescence, 8 h; inhibition, % at 10 µM; 360,000 tested, 2% active; AID 1159606, 2016; in the data active = inhibition above about 50%
NR2E3 ag-1 = inhibitors of NR2E3-RetCOR corepressor binding, primary screen, NR2E3 agonist project, biochemical, TR-FRET, GST-NR2E3, biotin-RetCOR | 1536-well | inhibition of corepressor binding, % at 4.78 µM | 320,000 tested, 0.12% active | AID 2300, 2010;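 active = percent inhibition above the cutoff of mean plus 3 SD of all tested compounds, set per screening campaign, cut at about 20% in these data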;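 also: 0% = DMSO wells and 100% = biotin wells as full block of FRET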
Target sequence (Q9Y5X4 whole entry, looked up): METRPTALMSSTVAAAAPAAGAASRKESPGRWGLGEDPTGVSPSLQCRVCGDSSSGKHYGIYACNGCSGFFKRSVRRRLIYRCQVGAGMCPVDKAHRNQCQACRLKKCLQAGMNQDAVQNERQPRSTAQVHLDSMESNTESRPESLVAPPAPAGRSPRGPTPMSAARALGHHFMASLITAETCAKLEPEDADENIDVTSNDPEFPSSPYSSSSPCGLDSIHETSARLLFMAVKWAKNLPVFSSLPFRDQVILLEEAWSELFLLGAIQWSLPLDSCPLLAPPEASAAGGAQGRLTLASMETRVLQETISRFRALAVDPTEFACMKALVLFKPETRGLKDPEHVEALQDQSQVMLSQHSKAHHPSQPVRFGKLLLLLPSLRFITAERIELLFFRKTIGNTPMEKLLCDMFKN
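Material: NR2E3–RetCOR corepressor complex / Incubation: Compound–protein incubation for 5 h at 4 °C / Dosing: compound at 4.8 µM, single dose / Detection: time-resolved FRET / Benchmarks: high control biotin, low control 0.6% DMSO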
CF NFkB block = inhibitors of PAF-induced NF-kB signaling, primary screen, cell-based, GFP fluorescence, uHTS. inhibition, % at 5 µM. KKLEB NF-kB-GFP reporter, GFP fluorescence overnight. 360,000 tested, 0.86% active;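 active = at least 50% inhibition at 5 µM, scaled per plate between neutral and stimulator controls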;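 also: PAF is a Pseudomonas aeruginosa culture filtrate used as stimulus; plate controls were PAF-stimulated DMSO wells for no effect and unstimulated DMSO wells for full effect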
NR2E3 ag-2 = NR2E3 agonists in two-hybrid cells, primary screen, cell-based, luminescence, CHO-S, Gal4-NCOR/VP16-NR2E3; Photoreceptor-specific nuclear receptor (Homo sapiens), Q9Y5X4; 360,000 tested, 0.35% active; AID 602229, 2012; luciferase; inhibition of corepressor binding, % at 3.98 µM;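 active = inhibition above the mean of all tested compounds plus 3 SD, cut at about 70% in these data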;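 also: 0% = DMSO with NR2E3 transfected cells and 100% = cells lacking NR2E3 construct; higher means lower luciferase signal from less NR2E3 corepressor binding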
TRAIL sens C8 = viability loss with TRAIL in NB7+C8 cells, primary screen, TRAIL sensitizer project, cell-based, ATPlite luminescence | inhibition (viability loss, TRAIL sensitization), % at 10 µM | 360,000 tested, 1% active;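 active = compounds causing at least 50% loss of cell viability in the single-dose screen, relative to plate controls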
KKLEB tox = cytotoxicity in KKLEB CF airway cells, primary screen, cytotoxicity control for CF NF-kB inhibitor project, cell-based, uHTS, fluorescence assay plates; KKLEB CF airway cells viability, ATPlite luminescence, overnight; stronger effect = lower value; cells stimulated with P. aeruginosa culture filtrate; activity change (cytotoxicity), % at 5 µM; 360,000 tested, 0.36% active; AID 602141, 2011;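 active = corrected activity change at or below -50% at 5 µM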
Peg3 promoter = Peg3 promoter-driven luciferase inhibitors, primary screen, cell-based, HeLa, luciferase luminescence | HeLa PEG-Prom luciferase reporter, overnight | inhibition, % at 20 µM | 360,000 tested, 1.7% active;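 active = inhibition of at least 50% at 20 µM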
HIF-2a block = HIF-2a reporter inhibitors, primary screen, luminescence, 786-0 RCC cells; 786-0 RCC cells HIF-2a reporter, luciferase luminescence, overnight; inhibition, % at 18.8 µM; 360,000 tested, 0.72% active; AID 624352, 2012;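 active = inhibition of the luminescence signal of 40% or more relative to plate controls, in a single-dose primary screen at 18.75 µM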
Numbers without * were called inactive; ? = inconclusive; . = not tested or not shown.

SMILES | TROY signal inh | MITF TRPM1 inh | Shn3 inh set2 | TWEAK Fn14 block | NR2E3 ag-1 | CF NFkB block | NR2E3 ag-2 | TRAIL sens C8 | KKLEB tox | Peg3 promoter | HIF-2a block
S=C(NCCCc1ccccc1)Nc1ccc(Cl)cc1 | 33 | -11 | 1 | -11 | 0 | 19 | -10 | 6 | -3 | 0 | -59
COCCn1c(CN2CCN(C)CC2)nc2c1c(=O)n(C)c(=O)n2C | 1 | -1 | -5 | 3 | . | -10 | -3 | -6 | 6 | 14 | 13
CCOC(=O)c1cc2c(ccn2C)n1Cc1cc(C)ccc1C | 6 | -4 | 7 | 4 | -1 | 9 | 5 | -8 | -8 | 17 | 11
CC1CCC2(CC1)NC(=O)N(CC(=O)c1ccc[nH]1)C2=O (stereo not drawn) | 3 | -3 | 5 | 4 | -2 | 15 | -9 | 24 | 2 | 2 | 21
Cc1ccc2cc(C)c(SCC#N)nc2c1 | -18 | -4 | 4 | 11 | 1 | 1 | -17 | 14 | 6 | -24 | -44
CCOc1ccccc1NC(=O)C1=C(C)NC(=O)NC1c1cccc(OC)c1OC (stereo not drawn) | -17 | 4 | -3 | 14 | 0 | 4 | -20 | 4 | 11 | 6 | 14
Cc1ccc(-c2nn(-c3ccccc3)cc2C(=O)Nc2ccc(C(=O)O)cc2)cc1 | -41 | -32 | -26 | 1 | -2 | 14 | -42 | 7 | 4 | -115 | -112
Cc1cc(O)c(C(C)C)cc1N=Cc1cc([N+](=O)[O-])ccc1O | 4 | 0 | 7 | 19 | 0 | 2 | 21 | 5 | 13 | -6 | 13
CCN(CC)S(=O)(=O)c1ccc(/C=C/C(=O)N(c2ccccn2)C2CCCCC2)cc1 | 9 | 1 | 22 | 14 | 3 | 4 | 14 | 8 | 4 | 6 | 22
CCOc1ccc(C(=O)Nc2ccc(CN3CCOCC3)cc2)cc1Cl | 15 | 1 | -20 | -17 | . | -9 | -17 | 2 | 7 | -50 | -64
CCCN1C(=O)/C(=C/c2c(NCCCOC(C)C)nc3c(C)cccn3c2=O)SC1=S | -18 | 1 | 22 | -39 | 1 | 6 | 26 | 9 | -14 | 18 | 7
CCC(C)c1ccc(OCC(=O)Nc2ccc(Cl)cn2)cc1 (stereo not drawn) | -35 | -22 | -11 | -14 | 1 | -4 | 3 | -1 | -1 | -132 | -197

Record cards, from the list above.
Cc1cc(O)c(C(C)C)cc1N=Cc1cc([N+](=O)[O-])ccc1O is listed as TROY signal inh = 4; MITF TRPM1 inh = 0; Shn3 inh set2 = 7; TWEAK Fn14 block = 19; NR2E3 ag-1 = 0; CF NFkB block = 2; NR2E3 ag-2 = 21; TRAIL sens C8 = 5; KKLEB tox = 13; Peg3 promoter = -6; HIF-2a block = 13
CCN(CC)S(=O)(=O)c1ccc(/C=C/C(=O)N(c2ccccn2)C2CCCCC2)cc1 is listed as TROY signal inh = 9; MITF TRPM1 inh = 1; Shn3 inh set2 = 22; TWEAK Fn14 block = 14; NR2E3 ag-1 = 3; CF NFkB block = 4; NR2E3 ag-2 = 14; TRAIL sens C8 = 8; KKLEB tox = 4; Peg3 promoter = 6; HIF-2a block = 22

Returning to the listing, starting two compounds before the break.
SMILES | TROY signal inh | MITF TRPM1 inh | Shn3 inh set2 | TWEAK Fn14 block | NR2E3 ag-1 | CF NFkB block | NR2E3 ag-2 | TRAIL sens C8 | KKLEB tox | Peg3 promoter | HIF-2a block
CCCN1C(=O)/C(=C/c2c(NCCCOC(C)C)nc3c(C)cccn3c2=O)SC1=S | -18 | 1 | 22 | -39 | 1 | 6 | 26 | 9 | -14 | 18 | 7
CCC(C)c1ccc(OCC(=O)Nc2ccc(Cl)cn2)cc1 (stereo not drawn) | -35 | -22 | -11 | -14 | 1 | -4 | 3 | -1 | -1 | -132 | -197
C=CCc1cccc(/C=N/NC(=O)C[n+]2ccccc2)c1O | 8 | 17 | 1 | -16 | -2 | 17 | -14 | 20 | -3 | 26 | 12
COc1cccc(/C=C2\Oc3cc(OCC(=O)N4CCCC4)ccc3C2=O)c1OC | 4 | -5 | 6 | -6 | 2 | -2 | -17 | 5 | -10 | -11 | -11
COC(=O)c1ccccc1Sc1snnc1C | 11 | -1 | 6 | -9 | 0 | 14 | -4 | -9 | 5 | 3 | 20
CCc1cccc2c(C(=O)CN3C(=O)NC4(CCCCCC4)C3=O)c[nH]c12 | -44 | -97 | 48 | -114 | 1 | 1 | -11 | 15 | -26 | 31 | 7
O=C(CC1C(=O)NCCN1CC1CCCCC1)NCc1cc(F)ccc1F (stereo not drawn) | -3 | 1 | -1 | 15 | 2 | 6 | -8 | -13 | 5 | 10 | 16
N#Cc1c(C(F)(F)F)cc(-c2ccc(Cl)c(Cl)c2)nc1SCCN1CCOCC1 | 15 | 20 | -2 | -21 | -3 | 13 | 13 | 8 | -32 | -51 | 7
Cc1ccc(CCNS(=O)(=O)c2ccc3c(c2)NC(=O)C(C)C(=O)N3)cc1 (stereo not drawn) | 8 | . | 6 | -1 | 4 | 4 | -9 | -5 | -2 | -13 | -12
Cc1nc(N=C(N)N)nc2ccccc12 | -12 | 16 | 21 | 6 | 6 | 2 | 15 | 11 | 3 | 23 | 17
O=C(COc1ccccc1Cl)Nc1cc(Cl)ccc1Oc1ccccc1 | -3 | 14 | 6 | -12 | 2 | 10 | 11 | 22 | -30 | 23 | 10
CCc1ccccc1NC(=O)c1cccc(N2C(=O)C3C4CCC(C4)C3C2=O)c1 (stereo not drawn) | -17 | 17 | -1 | -2 | 1 | 2 | 1 | -17 | 17 | 5 | 10
CCOC(=O)c1cc(C)sc1NC(=O)CSC1=NCCS1 | -16 | 8 | 1 | 13 | 1 | -6 | -21 | 13 | 1 | 18 | 6
S=C(NCc1ccccc1Cl)NC1CCCC1 | 10 | 12 | 18 | 15 | 4 | -9 | -9 | -12 | 5 | -3 | 6
CC(=O)N/C(=C\c1ccccc1)C(=O)OCC(=O)Nc1cc(S(=O)(=O)N(C)C)ccc1Cl | 13 | 2 | 9 | 2 | . | -5 | -3 | -34 | 9 | 11 | 3
O=C(/C(=C/c1ccc(Cl)cc1)c1nc2ccccc2[nH]1)c1ccccc1 | -52 | 84* | ? | 79* | -2 | 89* | -44 | 78* | -82* | 108* | 91*
CCCCn1c(SCC(=O)N2CCCC2=O)nc2cc(S(N)(=O)=O)ccc21 | -13 | -6 | -2 | 7 | 3 | 6 | -15 | 2 | -8 | 0 | 3
Nc1ncnc(Nc2cccc(F)c2)n1 | -17 | -8 | 1 | 20 | -1 | 4 | -14 | -6 | 1 | -15 | -31
O=C(Oc1ccccc1-c1csnn1)c1cccs1 | 0 | 8 | -13 | 3 | -6 | 18 | -21 | -2 | -21 | -15 | 14
O=C(O)c1ccc(COc2ccc3ccccc3c2/C=C2/NC(=O)N(c3ccccc3)C2=O)cc1 | -11 | 3 | -10 | 1 | 2 | -9 | 5 | -4 | 2 | 2 | 12
Cc1cc(C(=O)Cn2nc(C(=O)O)c3ccccc3c2=O)c(C)n1-c1ccc(F)cc1 | 31 | -25 | -38 | -10 | -3 | 15 | -79 | 33 | -14 | -148 | -151
COC(=O)C(NC(=O)c1ccco1)(Nc1nc(C2CC2)cs1)C(F)(F)F (stereo not drawn) | -7 | -6 | -1 | -17 | 5 | -6 | 4 | 5 | 8 | 9 | 10
Cc1ccc(NS(=O)(=O)c2ccc3c(c2)NC(=O)CCS3)c(Br)c1 | -7 | -1 | -7 | -11 | 3 | -18 | 32 | -9 | 2 | 4 | 5
Cn1c(CNC(=O)C2CCC(=O)N(CCc3cccc(F)c3)C2)nc2ccccc21 (stereo not drawn) | -8 | -10 | 1 | 3 | 2 | -8 | 8 | 4 | -2 | 5 | 15
O=C(Nc1ccc2sccc2c1)c1cccc(N2C(=O)CCC2=O)c1 | -63 | -45 | -51 | -20 | 1 | 10 | -114 | -4 | 15 | -190 | -212
Cc1ccc(/C(O)=C2\C(=O)C(=O)N(C)C2c2ccc(Br)cc2)cc1 (stereo not drawn) | -11 | 8 | 7 | -3 | 2 | 8 | -24 | -11 | 13 | 27 | 17
O=C(CNS(=O)(=O)Cc1ccccc1)NNc1ccccc1 | 56* | . | -16 | 3 | . | -17 | 39 | -3 | 10 | -4 | 8
CCC1(CC)NC(=O)N(CC(=O)Nc2ccc(C)cc2C)C1=O | -7 | 7 | 1 | -8 | . | -18 | -19 | 7 | 20 | 10 | 14
O=C(Nc1ccc2c(c1)Cc1ccccc1-2)c1ccc(Br)o1 | -45 | -54 | -48 | -59 | 1 | -14 | -99 | 7 | 11 | -223 | -280
CN1CC2(C(=O)c3ccccc3)CN(C)CC(C(=O)c3ccccc3)(C1)C2 | -28 | -2 | 3 | 2 | 0 | 11 | -4 | -8 | -8 | 6 | 10
O=C(CCCOc1ccccc1)N1CCCc2ccccc21 | -48 | -35 | 4 | -46 | -1 | 2 | -76 | 17 | 2 | -177 | -223
O=C(COc1ccccc1)NC(NC(=S)Nc1ccccc1C(=O)O)C(Cl)(Cl)Cl (stereo not drawn) | -8 | -6 | -28 | -17 | 0 | 11 | -1 | -4 | -6 | 5 | 19

Of the compounds above, these have an NH in an aromatic ring.
SMILES | TROY signal inh | MITF TRPM1 inh | Shn3 inh set2 | TWEAK Fn14 block | NR2E3 ag-1 | CF NFkB block | NR2E3 ag-2 | TRAIL sens C8 | KKLEB tox | Peg3 promoter | HIF-2a block
CC1CCC2(CC1)NC(=O)N(CC(=O)c1ccc[nH]1)C2=O (stereo not drawn) | 3 | -3 | 5 | 4 | -2 | 15 | -9 | 24 | 2 | 2 | 21
CCc1cccc2c(C(=O)CN3C(=O)NC4(CCCCCC4)C3=O)c[nH]c12 | -44 | -97 | 48 | -114 | 1 | 1 | -11 | 15 | -26 | 31 | 7
O=C(/C(=C/c1ccc(Cl)cc1)c1nc2ccccc2[nH]1)c1ccccc1 | -52 | 84* | ? | 79* | -2 | 89* | -44 | 78* | -82* | 108* | 91*

Not all compounds are listed; rates above refer to the full screens.
